Source: PubChem (National Center for Advancing Translational Sciences (NCATS))
Pol beta inh: blocks human DNA polymerase beta activity; AID 485314; Potency, µM (series often up to 114 µM), for the others: at the top dose activity change, negative = inhibition, most hits filed as inhibitors; P06746; actives 1.3% (n = 340,000); Pol beta primer extension/strand displacement, fluorescence kinetic; further: on the % scale 0 is the no-effect control and ±100 the full control effect
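Reaction started by 50 nM substrate onto compound-treated Pol beta (10 nM, 15 min preincubation, room temperature); plates read at 0 min and 10 min. Normalized concentration-effect data fitted by four-parameter Hill equation.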
APE1 inh: inhibitors of human APE1 endonuclease; P27695; recombinant APE1, TAMRA/BHQ-2 abasic DNA cleavage fluorescence; Potency, µM (series often up to 65.8 µM), inactives show top-dose activity change, negative = inhibition, hits mostly inhibitors; actives 0.35% (n = 350,000);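 further: plate controls were vehicle for no effect and reference inhibitor for full effect; nearly all actives have a fitted effect of over 55% in size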
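Kinetic fluorescence read (525 ex/598 em nm, three reads 60 s apart) of AP-site incision; signal = third minus first read. Enzyme 0.75 nM, dual-labelled THF duplex 50 nM, compound preincubation 15 min RT.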
BLM inh: blocks DNA unwinding by human BLM helicase; P54132; actives 0.2% (n = 350,000); Potency, µM (highest dose often 56.1 µM), inactives show at the highest dose activity change, negative = inhibition, usual class: inhibitors; recombinant BLM DNA unwinding, fluorescence dequenching;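 further: plate controls were vehicle for no effect and no enzyme for full effect; nearly all actives have a fitted effect of over 35% in size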
BAZ2B block: inhibitors of human BAZ2B bromodomain. AlphaScreen BAZ2B-H3K14Ac peptide displacement. Potency, µM (highest dose often 114 µM), without a hit: at the highest dose activity change, negative = inhibition, hits mostly inhibitors. AID 504333. actives 4.4% (n = 360,000). Q9UIF8; further: on the % scale 0 is the no-effect control and ±100 the full control effect; nearly all actives have a fitted effect of over 60% in size
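In this displacement format the biotinylated H3(5-23) peptide acetylated at Lys14 serves as ligand at 50 nM, with BAZ2B at 50 nM in PBS pH 7.4 containing 0.01% Tween-20. Donor and acceptor beads are 10 ug/mL final.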
POLK inh: blocks human DNA polymerase kappa activity; Q9UBT6; purified Pol kappa, fluorescent DNA synthesis assay, 10 min; Potency, µM (highest dose often 107 µM), inactives show at the highest dose activity, negative = inhibition, hits mostly inhibitors; actives 0.53% (n = 400,000); AID 588579; further: on the % scale 0 is the no-effect control and ±100 the full control effect
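Kinetic fluorescence screen: compound preincubated 15 min RT with 10 nM enzyme; 50 nM substrate (final) initiates; reads at 0/10 min.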
POLI inh: inhibitors of human DNA polymerase iota. Pol iota fluorescent replication assay, 10 min. Potency, µM (titrated, usually from 115 µM), for the others: at the top dose activity, negative = inhibition, usual class: inhibitors. actives 1% (n = 390,000)
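Pol iota at 10 nM preincubated 15 min with compounds at room temperature; reaction started with fluorescent substrate, 50 nM final. Fluorescence read kinetically at 0 and 10 min; buffer-only wells as negative control.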
JMJD2A Tudor: inhibitors of human JMJD2A Tudor domain. Potency, µM (series often up to 114 µM), for inactives: top-dose activity change, negative = inhibition, usual class: inhibitors. actives 4.4% (n = 390,000). AlphaScreen JMJD2A-Tudor / H3K4me3 peptide binding. O75164; further: on the % scale 0 is the no-effect control and ±100 the full control effect; nearly all actives have a fitted effect of over 50% in size
G9a inh: G9a (human) methyltransferase inhibition. G9a H3K9 monomethylation, AlphaScreen, 2 h. Potency, µM (series often up to 102 µM), inactives show at the top dose activity, negative = inhibition, usual class: inhibitors. Q96KQ7. actives 8.8% (n = 350,000); further: on the % scale 0 is the no-effect control and ±100 the full control effect; nearly all actives have a fitted effect of over 75% in size
Target sequence (Q96KQ7 913-1193 limits assumed): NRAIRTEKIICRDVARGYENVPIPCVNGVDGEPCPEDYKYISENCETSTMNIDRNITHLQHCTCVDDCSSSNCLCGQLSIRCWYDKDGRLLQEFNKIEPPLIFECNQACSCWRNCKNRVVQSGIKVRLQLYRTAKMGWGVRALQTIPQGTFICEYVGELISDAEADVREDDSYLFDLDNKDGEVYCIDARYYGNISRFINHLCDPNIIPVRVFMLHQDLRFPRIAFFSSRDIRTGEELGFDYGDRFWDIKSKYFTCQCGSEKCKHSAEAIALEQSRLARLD
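Quantitative HTS format: methyltransferase activity on a biotin-tagged H3K9 peptide is measured by AlphaScreen, using a rabbit anti-monomethyl-H3K9 antibody with streptavidin donor and anti-IgG acceptor beads. Final levels are 20 nM enzyme, 500 nM peptide, 20 uM SAM; 2 h RT.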
Pol eta inh: inhibitors of human DNA polymerase eta; recombinant Pol eta, fluorescent DNA replication assay; Q9Y253; actives 1.2% (n = 390,000); Potency, µM (doses to about 114 µM), without a hit: at the highest dose activity change, negative = inhibition, hits mostly inhibitors; further: on the % scale 0 is the no-effect control and ±100 the full control effect
Target sequence (Q9Y253 whole entry, looked up): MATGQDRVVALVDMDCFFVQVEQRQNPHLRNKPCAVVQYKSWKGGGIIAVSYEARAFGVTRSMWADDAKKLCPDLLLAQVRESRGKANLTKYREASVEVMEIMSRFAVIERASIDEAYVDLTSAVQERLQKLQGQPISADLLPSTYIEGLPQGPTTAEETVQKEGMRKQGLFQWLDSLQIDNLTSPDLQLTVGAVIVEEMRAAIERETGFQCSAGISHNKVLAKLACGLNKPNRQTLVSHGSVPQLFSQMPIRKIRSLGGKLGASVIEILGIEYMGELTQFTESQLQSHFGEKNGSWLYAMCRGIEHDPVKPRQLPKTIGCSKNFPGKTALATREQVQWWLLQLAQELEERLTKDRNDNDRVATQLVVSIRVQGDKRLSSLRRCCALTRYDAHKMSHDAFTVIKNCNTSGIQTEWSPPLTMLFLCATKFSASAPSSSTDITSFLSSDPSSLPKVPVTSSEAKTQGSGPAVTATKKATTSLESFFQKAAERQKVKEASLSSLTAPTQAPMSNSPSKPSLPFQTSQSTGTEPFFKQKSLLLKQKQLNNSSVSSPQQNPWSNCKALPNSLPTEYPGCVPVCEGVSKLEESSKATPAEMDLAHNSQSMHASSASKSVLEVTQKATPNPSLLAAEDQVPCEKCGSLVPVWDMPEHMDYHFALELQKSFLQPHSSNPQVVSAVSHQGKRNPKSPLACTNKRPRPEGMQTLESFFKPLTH
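Pol eta at 10 nM preincubated with compounds 15 min at room temperature; reaction started with fluorescent substrate (50 nM final) and read kinetically at 0 and 10 min.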
* marks the source's active call; other numbers are inactive results; ? = inconclusive; nt = not tested or not shown; [ ] = dose if it differs, or a comment. The call rests on the fitted dose curve; in most records, active means well fitted curve in the direction sought with a large enough effect; inconclusive means small, poorly fitted or top-dose-only effect, or another doubt; inactive means no such curve, though single readings can be large; an effect the other way counts as inactive or inconclusive. Potency means the concentration at half of the fitted maximal effect.

SMILES | Pol beta inh | APE1 inh | BLM inh | BAZ2B block | POLK inh | POLI inh | JMJD2A Tudor | G9a inh | Pol eta inh
CCCC(=O)N1CCN(c2ccc(NC(=O)c3ccc([N+](=O)[O-])o3)cc2Cl)CC1 | 8% | 1% | 0% | -29% | -26% | 72%[activator] | -32% | -33% | -10%
Cc1ccc(CNC(=O)c2ccc(N3CCC4(CC3)CC(c3cccc(Br)c3)=NO4)c(NC(=O)c3cccc(C)c3)c2)cc1 | nt | -4% | nt | 4% | -3% | ? | -15% | -9%[2.33 µM] | -5%
Cc1ccc(C)n1-c1nnc(N2CCCC(C(=O)Nc3ccccc3Br)C2)s1 (stereo unspecified) | 15% | nt | -5% | -29% | 0% | ? | -36% | -10%[59 µM] | nt
Cc1cccc(NC(=O)CSCC(=O)N(C)Cc2ccc3c(c2)OCCO3)c1 | nt | nt | nt | nt | -9% | 17% | -14% | nt | -13%
CC(C)CC1NC(C(=O)O)Cc2c1[nH]c1ccccc21 (stereo unspecified) | 1% | 5% | -1% | -10% | 1% | 29% | ? | nt | -13%
CCOc1ccc(CCNC(=O)C2CCCN(S(C)(=O)=O)C2)cc1OCC (stereo unspecified) | 3% | 21% | -1% | 1% | 3% | 37%[activator] | -16% | -9% | -21%
CN(C)c1ccc(C(=O)OCc2ccc(Br)cc2)cc1 | 2% | 1% | -7% | 75%[activator] | 0% | 11% | 59%[activator] | 216%[activator] | -11%
COC(=O)c1ccccc1NC(=O)NCc1ccccn1 | 2% | -2% | -3% | -5% | -1% | 14% | -3%[57.1 µM] | 25%[0.0925 µM] | -10%
CC(C)c1nnc(NC(=O)CCC(=O)N2CCN(C3CCCCC3)CC2)s1 | 13% | -1% | 3% | 32%[activator] | -2% | 13% | -3% | -32% | -5%
CCn1cc(C(=O)NCCCN2CC(C)CC(C)C2)c(=O)c2cc(S(=O)(=O)N(C)C3CCCCC3)ccc21 (stereo unspecified) | ? | 22% | 0% | -17% | 2% | -3% | -17% | 19% | 1%
CCCCNC(=S)NNC(=O)c1cc(-c2ccncc2)nc2ccccc12 | -12% | -5% | 0% | -12% | -1% | 16% | -28% | ? | -26%
COC(=O)c1scc(C)c1NC(=O)/C=C/C(=O)O | 3% | ? | 1% | -4% | -5% | 125%[activator] | 11% | 1.8µM* | -17%
Cc1c(NC(=O)CCN2C(=O)c3ccccc3C2=O)c(=O)n(-c2ccccc2)n1C | 0% | -3% | -3% | 35% | -17% | 29% | -9% | 9%[59 µM] | 5%
Cc1ccc(/C=C/C(=O)c2ccc(O)cc2)cc1 | ? | -3% | -8% | -24% | -17% | ? | -19% | 20%[59 µM] | -10%
O=C(N/N=C/c1cn[nH]c1-c1ccccc1)c1ccco1 | -26% | 5% | -6% | -3% | -5% | -20% | -8% | 33%[59 µM] | -6%
O=C(N/N=C/c1cccnc1)c1cc(-c2ccccc2)nc2ccccc12 | 25% | -3% | -2% | -9% | -18% | 26% | ? | 19% | -6%
CCCCN1CC(=O)N2[C@H](c3ccc(Cl)cc3)[C@@H]3C(=O)N(CC)C(=O)[C@@H]3[C@]2(Cc2ccccc2)C1=O | 22% | 49%[activator] | 0% | -4% | 18% | 16% | -4% | 11% | -6%
COc1ccc(CNc2oc(-c3ccc(COc4ccc(OC)cc4)o3)nc2C#N)cc1 | -11% | nt | -7% | ? | 8% | 21% | ? | ? | -18%
NC(=O)CCCn1c(C(=O)c2cc(Cl)c(N)c(Cl)c2)c2ccc(C(F)(F)F)cc2[n+]1[O-] | nt | 4% | nt | ? | -5% | 28% | -35% | -2%[2.33 µM] | -14%
Cc1ccccc1NC(=O)N1CCC(CN2CCCC2)CC1 | -10% | nt | -1% | 7% | -10% | 48%[activator] | -1% | -4%[59 µM] | 17%
CC1CCCN(S(=O)(=O)c2ccc(NC(=O)CN3C(=O)NC(C)(c4ccccc4)C3=O)cc2)C1 (stereo unspecified) | nt | -7% | nt | -9% | -6% | 14% | -30% | 56µM* | -5%
O=C(CN1CCN(Cc2ccc3c(c2)OCO3)CC1)N1CCc2[nH]c3ccccc3c2C1 | -1% | 7% | 5% | ? | nt | nt | nt | ? | nt
CCOc1ncccc1C(=O)OCc1ccc([N+](=O)[O-])cc1 | -7% | 1% | -12% | -11% | -4% | 122%[activator] | -13%[57.1 µM] | 8% | -2%
COc1ccc(NC(=O)COC(=O)c2ccc(N3CCCC3=O)cc2)cc1 | nt | 31% | nt | -4% | -1% | ? | -15% | 24%[2.33 µM] | -5%
COc1ccc(-n2ccnc(NCc3ccc(Cl)cc3)c2=O)cc1 | 5% | nt | 2% | 16% | 2% | 6% | -10% | 11%[59 µM] | -16%

A draw from above in order of SMILES length, ascending.
SMILES | Pol beta inh | APE1 inh | BLM inh | BAZ2B block | POLK inh | POLI inh | JMJD2A Tudor | G9a inh | Pol eta inh
Cc1ccccc1NC(=O)N1CCC(CN2CCCC2)CC1 | -10% | nt | -1% | 7% | -10% | 48%[activator] | -1% | -4%[59 µM] | 17%
CN(C)c1ccc(C(=O)OCc2ccc(Br)cc2)cc1 | 2% | 1% | -7% | 75%[activator] | 0% | 11% | 59%[activator] | 216%[activator] | -11%
CCOc1ncccc1C(=O)OCc1ccc([N+](=O)[O-])cc1 | -7% | 1% | -12% | -11% | -4% | 122%[activator] | -13%[57.1 µM] | 8% | -2%
CCOc1ccc(CCNC(=O)C2CCCN(S(C)(=O)=O)C2)cc1OCC (stereo unspecified) | 3% | 21% | -1% | 1% | 3% | 37%[activator] | -16% | -9% | -21%
O=C(CN1CCN(Cc2ccc3c(c2)OCO3)CC1)N1CCc2[nH]c3ccccc3c2C1 | -1% | 7% | 5% | ? | nt | nt | nt | ? | nt
NC(=O)CCCn1c(C(=O)c2cc(Cl)c(N)c(Cl)c2)c2ccc(C(F)(F)F)cc2[n+]1[O-] | nt | 4% | nt | ? | -5% | 28% | -35% | -2%[2.33 µM] | -14%

Back to the main list, repeating the three entries before the break.
SMILES | Pol beta inh | APE1 inh | BLM inh | BAZ2B block | POLK inh | POLI inh | JMJD2A Tudor | G9a inh | Pol eta inh
CCOc1ncccc1C(=O)OCc1ccc([N+](=O)[O-])cc1 | -7% | 1% | -12% | -11% | -4% | 122%[activator] | -13%[57.1 µM] | 8% | -2%
COc1ccc(NC(=O)COC(=O)c2ccc(N3CCCC3=O)cc2)cc1 | nt | 31% | nt | -4% | -1% | ? | -15% | 24%[2.33 µM] | -5%
COc1ccc(-n2ccnc(NCc3ccc(Cl)cc3)c2=O)cc1 | 5% | nt | 2% | 16% | 2% | 6% | -10% | 11%[59 µM] | -16%
COc1cc2[nH]c(=O)n(Cc3ccc(C(=O)NCCCN4CCN(C)CC4)cc3)c(=O)c2cc1OC | 5% | 10% | 5% | 1% | -14% | 32% | -25% | -13% | -11%
Cc1cc(-c2csc(N)n2)c(C)n1Cc1ccco1 | -1% | -8% | -12% | ? | 10µM* | ? | ? | 18µM* | 1%
COc1ccc(N2CCN(C(CNS(C)(=O)=O)c3ccco3)CC2)cc1 (stereo unspecified) | 11% | -2% | -8% | ? | -13% | 20% | -14% | ? | 1%
CCOC(=O)c1cnn(-c2nc(CC)nc3sc4c(c23)CCC4)c1N | 28% | 4% | -2% | nt | -7% | 7% | -1% | -2%[59 µM] | 0%
CC(C)(C)C1(O)CC(C(F)(F)F)=NN1C(=O)CCCc1ccccc1 (stereo unspecified) | 22% | -12% | -15% | 46%[activator] | -2% | 20% | 28% | 110%[activator] | -11%
CCOC(=O)c1ccc(NC(=O)NCc2ccccn2)cc1 | 5% | 2% | 3% | 6% | -11% | 6% | -15% | nt | -2%
Cc1ccc(S(=O)(=O)N(C)CC(=O)N2CCc3ccccc32)cc1 | 4% | -4% | -4% | -6% | -3% | 7% | -7% | 12%[59 µM] | -16%
O=C1/C(=C/c2cccs2)N=C(c2cccs2)N1Nc1ccccc1 | 5% | -6% | -10% | ? | -9% | -8% | ? | 50µM* | -10%
O=C(NCc1ccccc1)c1cc(=O)[nH]c2ccccc12 | 12% | 0% | -3% | -32% | 1% | 2% | -14% | 9% | -6%
CCOc1ccc(NC(=O)c2ccco2)c([N+](=O)[O-])c1 | 2% | 0% | -2% | -13% | -1% | -1% | -6% | 1%[59 µM] | -24%
COc1ccc(NC(=O)CCNC(=O)c2ccc([N+](=O)[O-])cc2)cc1S(=O)(=O)N1CCCCC1 | nt | -9% | nt | 1% | -16% | 6% | -10% | ? | 1%
COCCCNC(NC(=O)c1ccc(OC)cc1)C(Cl)(Cl)Cl (stereo unspecified) | 25% | 3% | 0% | -17% | 2% | 14% | -3% | 20% | -10%
O=C(COC(=O)c1ccc(O)cc1)Nc1ccc2c(c1)OCO2 | nt | 4% | nt | nt | -11% | 70%[activator] | -18% | nt | -3%
NC(=O)C1CCCN(C(=O)c2cccc(S(=O)(=O)N(Cc3ccccc3)c3ccccc3)c2)C1 (stereo unspecified) | nt | 34% | nt | -23% | -3% | 10% | -11% | 3%[12.7 µM] | -28%
Cc1ccc2c(Cl)cc(Cl)c(OCC(=O)Nc3ccc(C)c(S(=O)(=O)N(C)C)c3)c2n1 | 1% | 4% | -2% | -5% | nt | nt | nt | 22% | nt
CCOC(=O)C1CCN(C(=O)COC(=O)CSc2ccc(C(N)=O)cc2[N+](=O)[O-])CC1 | -13% | -12% | 0% | -7% | -7% | 26% | -11% | nt | -8%
CN1CCN(c2ncc3nc(-c4ccc(Cl)cc4)c(=O)n(Cc4cccs4)c3n2)CC1 | nt | -8% | -3% | nt | 3%[60.1 µM] | nt | nt | 8%[0.501 µM] | nt
COc1ccc(N(C)S(=O)(=O)c2cccc(C(=O)N3CCN(c4cccc(C)c4C)CC3)c2)cc1 | nt | nt | nt | nt | 11% | -6% | -12% | nt | -26%
O=C(Nc1ccccc1)N1CCCC1 | 12% | 10% | -2% | 10% | 0% | ? | 12% | -9% | -6%
Cc1ccsc1/C=N/Nc1nc(=O)[nH]nc1C | 18% | 1% | 3% | 32µM* | -3% | -15% | ? | 4% | -18%

Some of the compounds tested; count on the stated rates, not on these rows.
